Sm TGR inh: blocks Schistosoma mansoni thioredoxin glutathione reductase | Q962Y6 | purified TGR, DTNB reduction, TNB absorbance 405 nm | Potency, µM (series often up to 114 µM), inactives show at the highest dose activity change, negative = inhibition, usual class: inhibitors | hit rate 3% among 360,000 | AID 485364; further: nearly all actives have a fitted effect of over 60% in size
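First, TGR (20 nM dispensed) and NADPH were mixed with compound. Second, a 15 min room-temperature incubation followed. Third, further NADPH and then DTNB were added to start the reaction. Finally, TNB absorbance was monitored kinetically.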
LmPK inh: LmPK (Leishmania mexicana) enzyme inhibition. Potency, µM (top dose mostly 57.5 µM), inactives show at the highest dose activity change, negative = inhibition, usual class: inhibitors. Q27686. AID 1721. purified LmPK, Kinase-Glo ATP luminescence, 1 h. hit rate 0.37% among 290,000
Target sequence (Q27686 whole entry, looked up): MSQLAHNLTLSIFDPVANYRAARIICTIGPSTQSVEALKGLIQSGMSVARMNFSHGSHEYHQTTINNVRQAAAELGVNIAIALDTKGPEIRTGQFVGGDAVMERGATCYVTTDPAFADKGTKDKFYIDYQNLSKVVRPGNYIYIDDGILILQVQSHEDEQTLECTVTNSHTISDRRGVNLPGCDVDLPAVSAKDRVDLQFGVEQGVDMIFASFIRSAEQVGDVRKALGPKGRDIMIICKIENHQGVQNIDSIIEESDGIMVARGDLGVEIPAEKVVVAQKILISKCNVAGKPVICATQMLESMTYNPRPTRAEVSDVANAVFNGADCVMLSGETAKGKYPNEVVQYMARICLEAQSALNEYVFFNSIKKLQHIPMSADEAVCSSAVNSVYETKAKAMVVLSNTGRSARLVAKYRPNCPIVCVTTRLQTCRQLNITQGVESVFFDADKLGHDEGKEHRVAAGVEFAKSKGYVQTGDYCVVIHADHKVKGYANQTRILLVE
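0.1 nM LmPK, 0.5 mM PEP, 0.1 mM ADP; 50 mM imidazole pH 7.2, 7 mM MgCl2, 50 mM KCl; 1 h RT. Kinase-Glo luminescence readout, normalized to no-enzyme (full inhibition) and uninhibited wells.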
Pf growth 96h: P. falciparum growth inhibition at 96 hours; P. falciparum luciferase reporter growth, 96 h; Potency, µM (series often up to 28.7 µM), without a hit: at the highest dose activity change, negative = inhibition, usual class: inhibitors; hit rate 6.9% among 320,000
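Readout is luminescence from an integrated firefly luciferase in P. falciparum. Red cells, 2% hematocrit and 0.05% parasitemia final, were cultured with compound through two parasite generations (96 hours) at 37 C, 5% CO2.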
TbPYK inhibitor: blocks Trypanosoma brucei pyruvate kinase. TbPYK enzyme, Kinase-Glo Plus ATP luminescence, 45 min. Potency, µM (top dose mostly 76.8 µM), for the others: at the highest dose activity, negative = inhibition, actives largely listed as inhibitors. hit rate 0.12% among 410,000. Q57TT1; further: nearly all actives have a fitted effect of over 50% in size
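Assay buffer: 50 mM TEA pH 7.2, 100 mM KCl, 10 mM MgCl2, 0.05% BSA, 0.01% Tween-20. Pyruvate kinase from T. brucei plus substrate met compound, then ADP (130 uM final). Luminescence was read post 45 min RT.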
HCV inhibitor: blocks hepatitis C virus | Potency, µM (series often up to 41.8 µM), for the others: top-dose activity change, negative = inhibition, usual class: inhibitors | hit rate 3.4% among 340,000 | Huh7.5.1 HCVcc-Cre infection, luciferase reporter, 44 h | AID 651820
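Reporter virus HCVcc-Cre (~0.5 moi) infects cells exposed to compound; seeding density 1,000 cells/well with 4 h settling beforehand. Luminescence, 15 sec read, taken 44 h post-infection following a 15 min RT substrate incubation.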
Pf growth 48h: P. falciparum growth inhibition at 48 hours (one generation); P. falciparum luciferase growth in erythrocytes, 48 h; Potency, µM (highest dose often 28.7 µM), for the others: top-dose activity change, negative = inhibition, usual class: inhibitors; hit rate 5.9% among 310,000; AID 504832
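Erythrocytes infected with P. falciparum carrying an integrated firefly luciferase reporter (2% hematocrit, 0.1% parasitemia final) were exposed to compounds in RPMI 1640 with 0.5% Albumax at 37 C, 5% CO2. Growth inhibition was scored as reduced luminescence.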
* = called active by the depositor; ? = inconclusive; . = not tested or not shown; & = joins results of further samples; [ ] = remark or other dose. The call rests on the fitted dose curve; in most records, active means well fitted curve in the direction sought with a large enough effect; inconclusive means small, poorly fitted or top-dose-only effect, or another doubt; inactive means no such curve, though single readings can be large; an effect the other way counts as inactive or inconclusive. On the % scale 0 is the no-effect control and ±100 the full control effect; potency means the concentration at half of the fitted maximal effect.

item	SMILES	Sm TGR inh	LmPK inh	Pf growth 96h	TbPYK inhibitor	HCV inhibitor	Pf growth 48h
1	S=c1[nH]nc(Nc2ccccc2)s1	-8%	-4%	8%	?	-2%	40%[activator]
2	Cn1cnnc1SCC(=O)NC(=O)NC1CCCC1	20%	-7%	2%	-5%	5%	3%
3	O=C(NC(=S)N1CCCCC1)C12CC3CC(CC(C3)C1)C2	13%	-5%	?	3%	9%	.
4	COc1ccc(S(=O)(=O)N(CC(=O)NC2CC3CCC2C3)c2ccccc2OC)cc1 (centres undefined)	-10%	0%	18%	9%	?	?
5	C=C(C)C(=O)Nc1cccc(C2=NOC3(C2)C[C@@H](C(N)=O)N(C(=O)c2cc([N+](=O)[O-])cc([N+](=O)[O-])c2C)C3)c1 (some centres undefined)	3%	-1%	?	-3%	-20%	?
6	O=C(Cc1ccc([N+](=O)[O-])cc1)NCc1ccncc1	0%	0%	-9%	-3%	0%	-8%
7	O=c1c(-c2ccc3c(c2)OCCO3)c(C(F)(F)F)oc2cc(O)cc(O)c12	-13%	3%	6%	-5%	1%	-14%
8	C/C(=N/Nc1nc(-c2ccccc2F)nc2ccccc12)c1ccccc1O	10%	8%	?	1%	?	?
9	CCCCN(CCCNC(=O)CN1C(=O)COc2ccc(S(=O)(=O)N3CCC(C)CC3)cc21)Cc1ccccc1	-7%	7%	?	0%	-1%	?
10	CC(C)CN1CCN(Cc2cc(F)ccc2-n2cccn2)CC1CCO (centres undefined)	-17%	2%	?	2%	11%	54%[activator]
11	COc1ccc(C2c3c(nc[nH]c3=O)Oc3nc[nH]c(=O)c32)cc1	-8%	-11%	44%[activator]	.	.	30%[activator]
12	COc1cccc(-c2cccc(NC(=O)C3CCN(Cc4cnn(C)c4)CC3)c2)c1	-2%	5%	?	-4%	-3%	?

Full records, quoted from the list.
Results for O=C(NC(=S)N1CCCCC1)C12CC3CC(CC(C3)C1)C2 → Sm TGR inh: 13%; LmPK inh: -5%; Pf growth 96h: ?; TbPYK inhibitor: 3%; HCV inhibitor: 9%; Pf growth 48h: .
Results for COc1cccc(-c2cccc(NC(=O)C3CCN(Cc4cnn(C)c4)CC3)c2)c1 → Sm TGR inh: -2%; LmPK inh: 5%; Pf growth 96h: ?; TbPYK inhibitor: -4%; HCV inhibitor: -3%; Pf growth 48h: ?

Remaining list, next part
item	SMILES	Sm TGR inh	LmPK inh	Pf growth 96h	TbPYK inhibitor	HCV inhibitor	Pf growth 48h
13	CC1CCCCC12NC(=O)N(CC(=O)NCCc1ccccn1)C2=O (centres undefined)	4%	-4%	?	0%	5%	22%
14	CCC(=O)N1CCc2cc(S(=O)(=O)CCC(=O)NCc3ccc(OC)cc3)ccc21	-19%&-4%	2%	7%	0%&5%	3%	-7%
15	Cc1ccccc1C1C(C#N)=C(N)N(N(C)C)C2=C1C(=O)CC(C)(C)C2 (centres undefined)	-3%	1%	-3%	2%	-1%	.
16	COc1cc(CNC(=O)c2ccccc2NC(=O)C2=C(C)OCCS2)cc(OC)c1OC	-1%	6%	?	-1%	?	13µM*
17	CC(NCc1ccc(OCc2ccc(Cl)cc2)cc1)C(O)c1ccccc1 (centres undefined)	8%	-2%	?	1%	10µM*	?
18	Cc1ccc(NC(=O)COC(=O)CCC(=O)c2cccs2)cc1S(=O)(=O)N1CCOCC1	-22%	9%	-7%	30%	2%	.
19	O=C(COc1cccnc1[N+](=O)[O-])Nc1cccc(S(=O)(=O)N2CCOCC2)c1	-5%	5%	10%	-2%	-7%	34%
20	N#CCCn1ncc2ccccc21	0%	2%	?	6%	9%	38%[activator]
21	CCc1ccc(N2CC(C(=O)OCC(=O)Nc3ccc(C#N)cc3)CC2=O)cc1 (centres undefined)	-17%	.	1%	-20%	15%	18%
22	Cc1ccccc1CNC(=O)C(=O)NCC1OCCCN1S(=O)(=O)c1ccc(F)cc1C (centres undefined)	-25%	1%	?	-1%	?	-16%
23	Cc1ccc2cc(C)c(Sc3nnnn3-c3ccccc3)nc2c1	-7%	2%	-9%	1%	11%	-8%
24	O=C(CSc1nnc(-c2ccc(F)cc2)o1)N1CCCCC1	3%	-10%	-1%	-10%	2%	75%[activator]

Among those listed so far, these contain an NH in an aromatic ring:
item	SMILES	Sm TGR inh	LmPK inh	Pf growth 96h	TbPYK inhibitor	HCV inhibitor	Pf growth 48h
1	S=c1[nH]nc(Nc2ccccc2)s1	-8%	-4%	8%	?	-2%	40%[activator]
11	COc1ccc(C2c3c(nc[nH]c3=O)Oc3nc[nH]c(=O)c32)cc1	-8%	-11%	44%[activator]	.	.	30%[activator]

Next section.
item	SMILES	Sm TGR inh	LmPK inh	Pf growth 96h	TbPYK inhibitor	HCV inhibitor	Pf growth 48h
25	Cc1ccc(S(=O)(=O)N2CCCCC2CCNC(=O)C(=O)NCc2cccnc2)cc1 (centres undefined)	0%	.	?	4%	?	?
26	O=C(Cc1ccc(Cl)cc1)Nc1ccc(SC(F)F)cc1	2%	4%	-95%	1%	?	-63%
27	O=C(c1ccccc1-c1ccccc1)N1CCCC1	1%	-2%	27%	-4%	-7%	-10%
28	CCN(CC)CCCn1c(C)cc2c(c1=O)C(c1ccccc1)C(C#N)=C(N)O2 (centres undefined)	8%	6%	?	0%	?	?
29	O=C1Nc2ccccc2S/C1=C/Nc1cccc(Cl)c1	0%	-4%	19%	.	-13%	38%[activator]
30	CC1(C)CC(=O)C2=C(C1)N(c1ccccc1)C(=O)CC2c1ccsc1 (centres undefined)	-1%	4%	-46%	4%	-4%	.
31	CCOc1ccc(-c2nnn(CC(=O)NCc3ccc(F)cc3)n2)cc1OCC	10%	-1%	?	1%	-5%	2%
32	NC(=O)c1ccc(C(F)(F)F)cn1	.	-1%	1%	-1%	23%	7%
33	Cc1cccc(C(=O)Nc2ccccc2SCC(=O)Nc2ccc(C)c(Cl)c2)c1	7%	0%	19%	4%	5%	10%
34	O=C(OCC(=O)N1CCN(c2ccccc2)CC1)c1ccccc1OC(F)F	-2%	.	12%	0%	17%	-24%
35	C/C(N)=C(/C#N)C(=O)CSc1ccc2c(c1)OCCO2	11%	-6%	389%[activator]	-8%	8%	102%[activator]
36	COC(=O)C1C(=O)C=C(Nc2ccc(F)cc2)CC1c1ccc(OC)cc1 (centres undefined)	-5%	2%	-28%	-1%	10%	-5%
37	C(=C\c1ccc(/C=C/c2ccccc2)nn1)/c1ccccc1	-18%	4%	-2%	.	.	3%
38	O=C(CCCSc1nc2ccccc2[nH]1)N1CCN(c2ccc([N+](=O)[O-])cc2)CC1	-14%	0%	.	3%	1%	?
39	CN(C)CCN(Cc1cccs1)c1ccccn1	-18%	-2%	?	5%&1%	7%	?
40	CCCC1CCC(c2ccc(C(N)=O)cc2)CC1 (centres undefined)	13%	5%	69%[activator]	-1%	9%	-1%
41	CC1Nc2ncnc(N3CCOCC3)c2N(Cc2ccc(Cl)cc2)C1=O (centres undefined)	?	.	?	-6%	-3%	?
42	CCN(CC)CCOCCOC(=O)C(CC)(CC)c1ccccc1	15%	-2%	0%	-2%	-9%	-7%
43	CCOC(=O)/C=C(\C)Sc1cc(O)c2ccccc2c1O	0.79µM*	10µM*	1.7µM*	7.1µM*	?	1.5µM*
44	Cc1ccc2[nH]c(=O)c(CN(CCCO)C(C)c3nnnn3Cc3ccco3)cc2c1 (centres undefined)	-36%	-5%	-10%	2%	15%	2.3µM*
45	O=C(COC(=O)c1ccccc1[N+](=O)[O-])NCCCc1ccccc1	8%	-7%	28%	2%	7%	12%
46	COc1cccc(/C=C/C(=O)OCC(=O)NCc2ccco2)c1OC	3%	0%	0%	-14%	10%	-1%
47	CC(C(=O)NCc1cccc(Cl)c1)N1C(=O)c2ccccc2C1=O (centres undefined)	2%	1%	7%	0%	0%	18%
48	CCOc1ccc(NC(=O)CN(C)C(=O)CSCc2c(C)noc2C)cc1OCC	-1%	.	-1%	-1%	?	?
49	CCCN(CCC)CC(O)COc1ccc([N+](=O)[O-])cc1 (centres undefined)	2%	5%	15µM*	-6%	-17%	?
50	CC(C)OCCCn1c(=NC(=O)c2ccncc2)c(C#N)cc2c(=O)n3ccccc3nc21	-11%	-7%	10%	11%	17%	?
51	COc1cccc(-c2nc(N3CCN(C)CC3)c3ccccc3n2)c1O	-9%	5%	0%	-2%	?	0%
52	COc1cc(CN2CCC(C(=O)N3CCN(c4ccccc4F)CC3)CC2)cc(OC)c1OC	-1%	-11%	?	0%	?	.
53	Cn1c(=O)[nH]c(=O)c2c1nc(Sc1ncccn1)n2CCCc1ccccc1	?	3%	.	-1%	?	-11%
54	Cc1cc(C)c(S(=O)(=O)N2CCN(C(=O)N(C)C)CC2)c(C)c1	0%	1%	?	0%	-8%	22%
55	O=C(CNC(=O)c1ccc(Br)o1)NCc1ccc(Cl)cc1Cl	-12%	-7%	-29%	-1%	-11%	5%
56	Cc1ccc(NC(=O)c2nnn(CC(=O)Nc3ccc4c(c3)OCO4)c2N)cc1C	-1%	8%	0%	1%	5%	23%
57	COc1cc(C(=O)OCn2nnc3ccccc3c2=O)cc(OC)c1OC	-24%	-2%	37%[activator]	0%	-28%	-9%
58	C=C(C)CSc1nnc([C@@H](NC(=O)OC(C)(C)C)C(C)CC)o1 (some centres undefined)	2%	2%	?	3%	12%	?
59	Oc1ccc(N2CCN(Cc3ccc(OCCCN4CCCCC4)cc3)CC2)cc1	-13%	5%	?	?	5%	6%[5.75 µM]
60	O=C(NCc1ccc(F)cc1)NC(=O)c1ccc(Cl)cc1	-7%	-9%	11%	4%	10%	-6%
61	Cn1c(COc2ccc3ccccc3c2)nnc1SCC(=O)OC1CCCCC1	-4%	7%	0%	2%	13%	8%
62	O=C(C1=C[C@@H](c2ccccc2)C[C@@H](OCc2ccc(CO)cc2)O1)N1CCCCCCC1	-34%	6%	8.3µM*	-6%	-3%[8.37 µM]	?
63	COC(=O)CSc1nc(-c2ccc(F)cc2)cc(C(F)(F)F)n1	2%&2%	-6%	-20%	-3%&-3%	1%	-6%
64	O=C(O)Cc1ccccc1C(=O)O	2%	-8%	2%	11%	0%	-15%
65	CCNC(=S)Nc1ccc(-c2nc3ccccc3[nH]2)cc1	?	-10%	?	-10%	-13%	118%[activator]
66	COc1cccc(NC(=O)c2ccc3c(c2)OCO3)c1	0%	-29%	9.3µM*	-28%	0%	223%[activator]
67	Clc1ccc(CSc2ccc(-c3ccccn3)nn2)cc1	5%	3%	?	-5%	?	?
68	Cc1occc1C(=O)Nc1cccnc1	?	-9%	19%	1%	9%	18%
69	CN(c1ccccc1C(=O)NCc1ccccn1)S(C)(=O)=O	8%	1%	.	4%	4%	15µM*
70	CN1/C(=C\C(=O)COC(=O)CNC(=O)c2ccc3ccccc3c2)C(C)(C)c2ccccc21	-8%	2%	?	-27%	?	?

2 successive entries out of the list so far, for reference:
item	SMILES	Sm TGR inh	LmPK inh	Pf growth 96h	TbPYK inhibitor	HCV inhibitor	Pf growth 48h
69	CN(c1ccccc1C(=O)NCc1ccccn1)S(C)(=O)=O	8%	1%	.	4%	4%	15µM*
70	CN1/C(=C\C(=O)COC(=O)CNC(=O)c2ccc3ccccc3c2)C(C)(C)c2ccccc21	-8%	2%	?	-27%	?	?
